TR SRC2 fluor cs – alters Texas Red total fluorescence, flagging assay interference; TRb/SRC2 Texas Red total fluorescence interference; Potency, µM (doses to about 106 µM), inactives show at the highest dose fluorescence change, negative = quenching; actives 0.29% (n = 280,000); AID 1479; active means well fitted curve in either direction with a large enough effect; inconclusive means small, poorly fitted or top-dose-only effect
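Human TRb ligand-binding domain at 0.6 uM with 20 nM Texas Red SRC2 peptide in Tris buffer containing 1 uM T3 and 5% DMSO, incubated with compound 5 h at ambient temperature. Total fluorescence (555/632 nm) calculated as parallel + 2 × perpendicular.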
Tau ThT inhib – tau fibrillization inhibition (ThT binding); Potency, µM (highest dose often 57.4 µM), inactives show top-dose activity, negative = inhibition, most hits filed as inhibitors; actives 2.1% (n = 270,000); AID 1460; recombinant tau K18 P301L, heparin-induced fibrillization, ThT fluorescence; P10636; further: nearly all actives have a fitted effect of over 55% in size
Target sequence (P10636 561-689 P618L limits assumed): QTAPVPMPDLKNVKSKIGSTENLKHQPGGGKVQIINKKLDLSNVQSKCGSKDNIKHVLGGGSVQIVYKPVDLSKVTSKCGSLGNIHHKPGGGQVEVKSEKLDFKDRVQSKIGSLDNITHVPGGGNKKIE
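ThT emission at 510 nm, taken 1 hr after adding 30 uM dye, quantifies aggregates formed when 20 uM heparin acts on human tau K18 P301L for 6 hr at 37 C.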
RECQ1 inh – blocks DNA unwinding by human RECQ1. Potency, µM (series often up to 57.3 µM), inactives show at the top dose activity, negative = inhibition, actives largely listed as inhibitors. RECQ1 DNA unwinding, red fluorescence kinetic read. P46063. AID 2549. actives 0.54% (n = 240,000);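 further: plate controls were vehicle for no effect and no enzyme for full effect; nearly all actives have a fitted effect of over 30% in size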
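RECQ1T1 50 nM; forked duplex (20 bp + 30-nt ss tails) 200 nM, ATP 2 mM final; pH 8.0, 2 mM MgCl2, 2.5 ug/ml poly(dI-dC); 15 min compound preincubation; discontinuous kinetic read over 2 h at RT.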
Tau FP inhib – blocks human tau fibril formation measured by polarization; actives 0.39% (n = 280,000); Potency, µM (doses to about 57.7 µM), inactives show top-dose activity, negative = inhibition, actives largely listed as inhibitors; AID 1468; P10636; K18 P301L tau heparin fibrillization, Alexa594 FP, 6 h; further: nearly all actives have a fitted effect of over 55% in size
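Recombinant K18 P301L […], labeled with Alexa 594 at 0.24 uM over 15 uM unlabeled; heparin inducer 20 uM final; 37 C, 6 hr; FP endpoint.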
L3MBTL1 inh – blocks human L3MBTL1 | Q9Y468 | AlphaScreen L3MBTL1–H3K9me1 peptide binding | Potency, µM (doses to about 57.1 µM), for the others: at the highest dose activity, negative = inhibition, actives largely listed as inhibitors | actives 0.66% (n = 230,000) | AID 485360; further: nearly all actives have a fitted effect of over 60% in size
Target sequence (Q9Y468 whole entry, looked up): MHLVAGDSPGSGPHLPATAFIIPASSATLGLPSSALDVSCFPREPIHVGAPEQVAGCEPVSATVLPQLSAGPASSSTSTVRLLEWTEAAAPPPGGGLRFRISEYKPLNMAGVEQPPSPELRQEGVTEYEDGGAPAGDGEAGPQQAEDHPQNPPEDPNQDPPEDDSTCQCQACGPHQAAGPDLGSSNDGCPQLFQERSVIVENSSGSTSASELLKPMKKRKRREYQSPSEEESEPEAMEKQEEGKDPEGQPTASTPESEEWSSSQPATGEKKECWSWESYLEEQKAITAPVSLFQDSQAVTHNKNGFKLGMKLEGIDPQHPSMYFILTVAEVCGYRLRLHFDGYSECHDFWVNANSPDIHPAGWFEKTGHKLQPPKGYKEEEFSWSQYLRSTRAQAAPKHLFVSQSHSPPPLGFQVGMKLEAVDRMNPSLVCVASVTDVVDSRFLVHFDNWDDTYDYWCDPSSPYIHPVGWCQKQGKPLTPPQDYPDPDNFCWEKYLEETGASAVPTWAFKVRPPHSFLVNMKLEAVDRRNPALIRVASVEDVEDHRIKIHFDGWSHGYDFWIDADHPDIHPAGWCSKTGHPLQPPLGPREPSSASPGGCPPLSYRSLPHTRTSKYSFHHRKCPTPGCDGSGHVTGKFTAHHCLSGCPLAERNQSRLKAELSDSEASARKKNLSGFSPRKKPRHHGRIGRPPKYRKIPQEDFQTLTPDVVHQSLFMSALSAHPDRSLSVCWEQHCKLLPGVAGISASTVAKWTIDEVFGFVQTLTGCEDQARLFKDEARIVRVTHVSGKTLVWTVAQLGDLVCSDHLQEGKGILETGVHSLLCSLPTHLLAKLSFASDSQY
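L3MBTL1 (50 nM) pre-complexed 30 min with biotinylated H3(1-15)K9me1 peptide (75 nM), then compounds added for 30 min at room temperature; AlphaScreen streptavidin donor/nickel chelate acceptor beads (10 ug/mL final) read after 30 min dark incubation.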
TRb SRC2 PPI – TRbeta-SRC2 interaction inhibition. AID 1469. actives 0.065% (n = 280,000). TRbeta-SRC2 peptide binding, fluorescence polarization; receptor liganded with 1 µM T3. Potency, µM (titrated, usually from 106 µM), without a hit: at the top dose activity change, negative = inhibition, actives largely listed as inhibitors. P10828;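 further: plate controls were bound peptide for no effect and peptide without receptor for full effect; nearly all actives have a fitted effect of over 50% in size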
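Compounds were added to 0.6 uM TRb ligand-binding domain and 20 nM Texas Red-labeled SRC2 peptide in Tris buffer containing 1 uM T3, incubated 5 hr at ambient temperature, then read by fluorescence polarization.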
KDM4E inh – JMJD2E (human) inhibition | Potency, µM (top dose mostly 57.1 µM), for the others: at the top dose activity change, negative = inhibition, hits mostly inhibitors | B2RXH2 | JMJD2E catalytic domain, FDH-coupled NADH fluorescence (FDH is formaldehyde dehydrogenase) | actives 1.6% (n = 230,000); active means well fitted inhibition curve with a large enough effect, not every such curve was filed as active; inconclusive means small, poorly fitted or top-dose-only effect, or another doubt; inactive means no such curve, though single readings can be large or run the other way;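 further: 0% = wells with enzyme and -100% = buffer wells without enzyme; nearly all actives have a fitted effect of over 50% in size; many of its hits are not listed in these tables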
GoLoco inh red – RGS12 GoLoco-Gai1 interaction inhibition. Gai1:RGS12 GoLoco peptide FP, rhodamine, 10 min. Potency, µM (series often up to 61.6 µM), without a hit: at the top dose activity, negative = inhibition, most hits filed as inhibitors. actives 0.44% (n = 230,000); active means well fitted inhibition curve with a large enough effect, not every such curve was filed as active; inactive means no such curve, though single readings can be large or run the other way; further: nearly all actives have a fitted effect of over 30% in size; many of its hits are not listed in these tables
* = called active by the depositor; i = inactive; u = inconclusive; x = not tested or not shown; & = joins results of further samples; ! = repeats disagree; [ ] = dose if it differs, or a comment. Unless noted, the call rests on the fitted dose curve; in most records, active means well fitted curve in the direction sought with a large enough effect; inconclusive means small, poorly fitted or top-dose-only effect, or another doubt; inactive means no such curve, though single readings can be large; an effect the other way counts as inactive or inconclusive. Unless noted, on the % scale 0 is the no-effect control and ±100 the full control effect; potency means the concentration at half of the fitted maximal effect. Only part of the results is shown, so the mix of outcomes need not match the whole.

SMILES	TR SRC2 fluor cs	Tau ThT inhib	RECQ1 inh	Tau FP inhib	L3MBTL1 inh	TRb SRC2 PPI	KDM4E inh	GoLoco inh red
COC(=O)Cc1cn(-c2ncc(C(F)(F)F)cc2Cl)c2ccccc12	-1%	u	-5%	-4%	x	5%	-5%	19%
CCOc1ccc(NC(=O)CSc2nnc3scc(-c4ccc(Cl)cc4)n23)cc1	-1%	u	x	0%	x	2%	x	x
Cc1ccc(C)c(C(=O)COC(=O)c2ccc(Br)o2)c1	-1%	u	-5%	u	x	8%	2%	2%
O=C(ONC1=NCCCCC1)c1c(F)cccc1F	1%	-11%	-3%	-9%	11%	0%	-4%	4%
CC(C)Oc1ccc(CNS(=O)(=O)c2ccc(-c3cc(C(F)(F)F)on3)s2)cc1	-1%	-3%	x	-6%	x	-4%	x	x
CCN(CC)S(=O)(=O)c1cccc(NC(=O)COC(=O)c2cc(=O)c3ccccc3o2)c1	0%	3%	-7%	-3%	x	-2%	-18%	5%
Cc1ccc2nc(-c3ccc(NS(=O)(=O)c4ccc(F)c(F)c4)cc3)sc2c1	-1%	u	8%	u	-12%	0%	6%	7%
CCOC(=O)Cn1c(=O)c2c(nc(N3CCOCC3)n2Cc2ccccc2)n(C)c1=O	-2%	0%	x	-8%	x	-4%	x	x
CCN(CC)S(=O)(=O)c1cccc(C(=O)N/N=C/c2ccc(OC)c(O)c2)c1	0%	-11%	-3%	3%	-3%	-7%	-3%	9%
CC1CCC(C(C)C)C(OC(=O)COC(=O)c2ccc(N)cc2)C1 (stereo unspecified)	-1%	-8%	-11%	-4%	4%	-12%	-9%	1%
O=C(Nn1cnc2ccccc2c1=O)C1CCCCC1	0%	10%	0%	u	8%	6%	13%	-9%
COC(=O)c1ccc(N/C=C/C(=O)c2ccc(OC)c(OC)c2)cc1	-1%	u	i	-7%	10%	-25%	u	-9%
COc1ccc(CCNC(=O)CSc2nnnn2C)cc1OC	0%	-9%	-1%	-3%	2%	3%	-2%	0%
Clc1cccc(N2CCN(c3nc4ccccc4c4nc(-c5ccccc5)nn34)CC2)c1	-3%	0%	x	4%	x	-6%	x	x
Cc1[nH]c2ccccc2c1/C=N/NC(=O)CCC(=O)NCc1ccccc1	-3%	u	-7%	9%	-6%	2%	0%	16%

Next section, overlapping the part above by four compounds.
SMILES	TR SRC2 fluor cs	Tau ThT inhib	RECQ1 inh	Tau FP inhib	L3MBTL1 inh	TRb SRC2 PPI	KDM4E inh	GoLoco inh red
COC(=O)c1ccc(N/C=C/C(=O)c2ccc(OC)c(OC)c2)cc1	-1%	u	i	-7%	10%	-25%	u	-9%
COc1ccc(CCNC(=O)CSc2nnnn2C)cc1OC	0%	-9%	-1%	-3%	2%	3%	-2%	0%
Clc1cccc(N2CCN(c3nc4ccccc4c4nc(-c5ccccc5)nn34)CC2)c1	-3%	0%	x	4%	x	-6%	x	x
Cc1[nH]c2ccccc2c1/C=N/NC(=O)CCC(=O)NCc1ccccc1	-3%	u	-7%	9%	-6%	2%	0%	16%
CCOc1ccc(CCNC(=O)CCn2cccc2)cc1OCC	-1%	-14%	-6%	-6%	-5%	-7%	-6%	7%
C=CCN1C(=O)C(CC(=O)Nc2ccc(OCCC)cc2)N(CCCN2CCN(Cc3ccccc3)CC2)C1=S (stereo unspecified)	-1%	u	-12%	1%	x	3%	-8%	9%
Cc1cc(C(=O)N/N=C/c2cc(Br)cc(Br)c2OC(=O)c2ccccc2)n[nH]1	1%	-18%	u	7%	-2%	-4%	-1%	0%
COC(=O)C1=C(C)N=c2s/c(=C/c3ccoc3)c(=O)n2C1c1ccccc1 (stereo unspecified)	7%	u	-1%	2%	x	14%	-6%	68%[activator]
CCOC(=O)c1cnc(-n2nc(C)cc2C)nc1Nc1ccc(O)cc1	1%	3%	8%	-7%	-14%	-6%	5%	6%
Cc1c(C)c2c(c(C)c1O)CCC(C)(COc1ccc(CC3SC(=O)NC3=O)cc1)O2 (stereo unspecified)	-6%	u	u	12%&13%	x	-5%	x	7%&3%&7%
CCc1ccc(C(c2ccccc2)c2c[nH]c3ccc(C)cc23)s1 (stereo unspecified)	-3%	13µM*	x	u	x	-2%	x	x
CN1CCN(S(=O)(=O)c2ccc(=O)[nH]c2)CC1	0%	-4%	-10%	-4%	-1%	7%	4%	6%
O=C(CCl)N(c1ccccc1)c1c[nH]c2ccccc12	-5%	-19%	i	-1%	-1%	1%	8%	x
O=C(COc1cc(Cl)c(Cl)cc1Cl)Nn1cnnc1	0%	-7%	i	5%	-3%[11.4 µM]	-4%	-1%	2%
CCOC(=O)/C(CCC[N+](C)(CC)CC)=N\O	1%	1%	8%	1%	11%	7%	0%	-24%
Cc1cc(SCC(=O)Nc2cccc(S(=O)(=O)N3CCOCC3)c2)nc2ccccc12	-1%	-4%	i	6%	-1%	-7%	13%	33%[activator]
Cc1cc(SCC(=O)c2cc3ccccc3o2)nc2ccccc12	u	u	-14%	-6%	15%	-10%	u	41%[activator]
O=C(c1ccc(F)cc1Cl)N(c1ccccn1)C1CCCCC1	-2%	4%	-3%	-3%	2%	-3%	8%	6%
Cc1nc(SCC(=O)Nc2cc(Cl)ccc2[N+](=O)[O-])nc(C)c1C	-3%	-12%	0%	-1%	-21%	-8%	-5%	10%
CC(=O)Nc1nc(Cn2nnc(-c3ccc4c(c3)OCO4)n2)nc(N(C)C)n1	1%	-8%	3%	-2%	x	0%	10%	-8%
COc1cc2c(cc1OC)C(C)N(C(=S)NC(=O)c1ccccc1)CC2 (stereo unspecified)	0%	-11%	14%	-4%	-20%	-1%	4%	7%
CCOC(=O)N1CCN(C(=O)CSc2ccc3nnc(-c4cccnc4)n3n2)CC1	-1%	2%	7%	7%	-1%	-2%	21%	-3%
COc1ccc(/C=N/NC(=O)Cn2cc(C(F)(F)F)ccc2=O)cc1	-3%	-12%	-1%	5%	9%	-7%	3%	12%
CSc1nnc(-c2cc(Br)ccc2N=Cc2c(C)[nH]n(-c3ccccc3)c2=O)c(=O)[nH]1	-2%	-9%	1%	-5%	-15%	2%	-9%	10%
Nc1cc(N2CCCC2)ccc1[N+](=O)[O-]	0%	-9%	19%	-7%[2.34 µM]	-4%	7%	12%	0%
O=C(Cn1cc(CCO)nn1)N1CCNCC1	0%	7%	-11%	3%	12%	-1%	0%	1%
N#Cc1ccc(-c2ccc(OCC(=O)NCCc3ccccc3)cc2)cc1	-4%	4%	-7%	-2%	0%	9%	9%	-13%
Cc1ccc(Sc2c([N+](=O)[O-])ncn2C)cc1	0%	u	0%	2%	-13%	-1%	3%	-1%
Cc1ccc(C(=O)/C=C\NCc2ccccc2)cc1	-2%	u	i	8%	-2%	-6%	-2%	1%
c1ccc2[nH]c(-c3ccnc4ccccc34)nc2c1	-4%&-5%	1%&-17%	-3%&-9%	-4%&-6%	0%	-3%&0%	u	25µM*!
Cc1ccc2c(c1)cc1c(=O)n(CC(=O)NC(C)CCc3ccccc3)nc(C)n12 (stereo unspecified)	2%	1%	x	-5%	x	4%	x	x
CCn1ncc(CN2CCN(C(=O)Nc3ccccc3C(=O)OC)CC2)c1C	-7%	-3%	-6%	2%	0%	-10%	u	-6%
CCOC(=O)c1sc2nc3c(SCCC(=O)O)cc(C(=O)c4cc(OC)ccc4O)cn3c(=O)c2c1C	-22%	25µM*	u	-4%	u	23%	u	50%[activator]
CCCSc1nsc(SCCC)c1C#N	-2%	-15%	-12%	-8%	x	-14%	7%	3%
CCC(CO)NCc1ccc(-c2ccccc2)cc1 (stereo unspecified)	-2%	0%	-4%	10%	8%	-7%	-4%	-1%
CCc1ccc(-c2csc3ncn(CC)c(=O)c23)cc1	0%	-3%	-7%	-5%	7%	-10%	-4%	23%
O=C(NCc1ccccc1)c1ccc2oc(=O)n(Cc3ccccc3)c2c1	-2%	4%	x	-5%	x	-8%	x	x
CCOC(=O)c1sc(=NC(=O)COc2ccc(Cl)cc2)n(C)c1C	-2%	-6%	-1%	-4%	-9%	0%	-27%	4%
COc1ccc(-c2nc(N)nc(C(F)(F)F)c2-c2csc(C)n2)c(O)c1	-1%	-11%	-1%	-2%	1%	-10%	-13%	2%
CCOC(=O)N1CCC(NC(=O)C(NS(=O)(=O)c2ccc3c(c2)CCN3C(C)=O)C(C)C)CC1 (stereo unspecified)	-1%	2%	i	u	x	-21%	-4%	11%
CCOc1ccc(NC(=O)c2cccs2)c([N+](=O)[O-])c1	1%	-15%	6%	7%	-2%	6%	11%	44%[activator]
CCOC(=O)c1c(C)[nH]c(C(=O)COC(=O)/C=C/c2ccc3c(c2)OCO3)c1C	-2%	u	-2%	-5%	5%	-5%	-9%	x
COc1cccc(CN2CCN(Cc3ccc(C)o3)CC2CCO)c1 (stereo unspecified)	-4%	-13%	-12%	-3%	11%	-1%	8%	10%
Cn1nc(-c2ccccc2)c(CO)c1Oc1cccc(C(F)(F)F)c1	-4%	-1%	i	-1%	x	-3%	-2%	-5%
COC(=O)c1cc(=O)c2c(C)nc(C(Cl)(Cl)Cl)nc2[nH]1	0%	-2%	-14%	-1%	-13%	7%	u	11%
OC1C[N+]2(CCCCC2)C1	1%	1%	-11%	-1%	5%	-1%	-2%	6%
Cc1cccc(S(=O)(=O)c2cn(Cc3ccccc3)c3cc(N4CCC(C)CC4)c(F)cc3c2=O)c1	u	-3%	x	1%	x	u	x	x
COC(=O)C(Cc1cncn1COCc1ccccc1)NC(=O)OC(C)(C)C (stereo unspecified)	2%	-5%	-3%	-3%	-6%	6%	-3%	1%
CC1CCc2nc(NC(=O)Cc3cccs3)sc2C1 (stereo unspecified)	-8%	-7%	-14%	0%	x	-2%	u	8%
Cc1ccc(CSCC(=O)N2CCCC2)cc1	3%	-11%	17%	6%	1%	3%	4%	-18%
COCc1cc(C)[nH]c(=O)c1C#N	-2%	1%	i	0%	3%	-7%	u	-4%
O=C1c2cccc([N+](=O)[O-])c2C(=O)N1c1ccccc1	-3%	5%	-8%	1%	9%	-3%	3%	-11%

Assay outcomes as filed in PubChem BioAssay.
